# TcdB GH inh – TcdB glycohydrolase inhibitors, primary screen, biochemical, single point, plate reader; 350,000 tested, 0.24% active; TcdB glycohydrolase enzymatic assay; AID 652162, 2013; inhibition, % at 9.99 µM; Toxin B (Clostridioides difficile), P18177; in the data active = inhibition above about 10%
# Mtb BioA inh – M. tuberculosis BioA enzyme inhibitors, primary screen, biochemical, plate reader, single point, HTS; AID 602481, 2012; inhibition, % at 9.99 µM; purified M. tuberculosis BioA enzyme; 360,000 tested, 0.096% active; in the data active = inhibition above about 40%
# Yp Topo-I inh – Yersinia pestis topoisomerase I inhibitors, primary screen, biochemical, cleavage product accumulation, plate reader, single point. AID 504884, 2011. activity, % at 10 µM. 360,000 tested, 0.064% active. Y. pestis Topo-I cleavage product accumulation; in the data active = activity above about 50%, passing the limit was not always enough; note: inactives centre near 2
# PfHsp40 yeast – rescue of yeast from PfHsp40 toxicity, primary screen, S. cerevisiae, ATP luminescence; S. cerevisiae expressing PfHsp40, growth rescue; AID 504582, 2011; growth rescue, % at 12.5 µM; 340,000 tested, 0.68% active; in the data active = growth rescue above about 28%, passing the limit was not always enough;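 note: yeast W303a lacking pdr1 and pdr3 grown in galactose medium; growth measured after three days at 30 °C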
# UGM FP inh – M. tuberculosis UGM enzyme inhibitors, primary screen, biochemical, fluorescence polarization, single point; UDP-galactopyranose mutase (Mycobacterium tuberculosis (strain ATCC 25618 / H37Rv)), …; purified UGM, fluorescence polarization probe displacement; inhibition, % at 10 µM; 320,000 tested, 0.06% active; in the data active = inhibition above about 10%, passing the limit was not always enough
# Target sequence (P9WIQ1 whole entry, looked up): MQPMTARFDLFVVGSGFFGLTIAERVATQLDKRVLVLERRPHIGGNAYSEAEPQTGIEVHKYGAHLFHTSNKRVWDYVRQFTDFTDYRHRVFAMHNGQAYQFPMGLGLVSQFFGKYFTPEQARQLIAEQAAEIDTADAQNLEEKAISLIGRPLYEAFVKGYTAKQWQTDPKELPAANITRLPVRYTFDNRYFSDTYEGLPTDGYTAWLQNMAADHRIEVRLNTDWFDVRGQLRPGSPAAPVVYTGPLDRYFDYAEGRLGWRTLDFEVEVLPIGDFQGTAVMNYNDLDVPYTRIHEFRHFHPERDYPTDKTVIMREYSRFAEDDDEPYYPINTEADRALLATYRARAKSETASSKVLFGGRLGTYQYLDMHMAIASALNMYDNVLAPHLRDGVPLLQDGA
# FadD28 binding – inhibitors of FadD28 bisubstrate probe binding, primary screen, biochemical, fluorescence polarization, single point; inhibition, % at 12.5 µM; 360,000 tested, 0.22% active; in the data active = inhibition above about 8.5%, passing the limit was not always enough
# FBA Mtb inh – Mtb FBA enzyme inhibitors, primary screen, biochemical, fluorescence, strain H37Rv | purified M. tuberculosis FBA, fluorescence read-out | Fructose-bisphosphate aldolase (Mycobacterium tuberculosis (strain ATCC 25618 / H37Rv)), … | inhibition, % at 1 µM | 360,000 tested, 2.3% active; in the data active = inhibition above about 27%;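 note: 0% = vehicle and 100% = reference inhibitor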
# Target sequence (P9WQA3 whole entry, looked up): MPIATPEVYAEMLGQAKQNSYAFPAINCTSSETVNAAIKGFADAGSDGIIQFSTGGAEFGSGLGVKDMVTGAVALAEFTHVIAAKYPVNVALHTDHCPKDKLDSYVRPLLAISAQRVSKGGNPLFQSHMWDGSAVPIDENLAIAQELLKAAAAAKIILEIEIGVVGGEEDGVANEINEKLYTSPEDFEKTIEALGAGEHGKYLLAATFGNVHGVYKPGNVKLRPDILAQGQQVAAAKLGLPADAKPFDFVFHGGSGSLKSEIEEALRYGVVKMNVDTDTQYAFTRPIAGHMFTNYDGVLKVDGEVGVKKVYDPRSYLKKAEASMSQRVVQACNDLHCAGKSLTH
# GDH-TPI inh – GDH-TPI coupling enzyme inhibitors, primary screen, artefact control for M. tuberculosis FBA inhibitor project, biochemical, absorbance, full deck | GDH-TPI coupled enzyme counterscreen, NADH absorbance | inhibition, % at 4.8 µM | 360,000 tested, 1.2% active | AID 588335, 2011; in the data active = inhibition above about 30%;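 note: 0% = DMSO wells and 100% = wells lacking the enzyme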
# BH1578 lux ind – inducers of Vibrio cholerae quorum light production without autoinducers, primary screen, BH1578 luxS cqsA deficient, single point; V. cholerae BH1578 lux reporter, luminescence, 6 h; activation, % at 18.7 µM; 350,000 tested, 0.16% active; in the data active = activation mostly above about 9.7%, no sharp cut-off; note: not every result past the cut was called active; inactives centre near 0; reference of the scale not given here
# * marks the source's active call; other numbers are inactive results; i = inactive; nt = not tested or not shown; + = active, no number; & = joins results of further samples.
SMILES,TcdB GH inh,Mtb BioA inh,Yp Topo-I inh,PfHsp40 yeast,UGM FP inh,FadD28 binding,FBA Mtb inh,GDH-TPI inh,BH1578 lux ind
CCCCN(CC)CCCNC(=O)C1CCN(c2ncnc3c2sc2cccc(F)c23)CC1,-3.3,nt,8.2,0.6,-2.3,-2.2,1.9,2.7,-0.6
COc1ccc(-c2cc(NC=O)c3ncc(-c4cccc(C(=O)NCCN(C)C)c4)n3c2)cn1,1.2,1.4,-21.1,nt,nt,-5.8,0.1,13.8,i
Cc1oc(-c2ccccc2)nc1CN1C(=O)C(C)N=C(c2ccccc2F)c2cc(Cl)ccc21 (stereo unspecified),-1.0,0.1,25.1,0.4,-2.2,-1.2,-2.6,-0.5,-0.3
O=c1[nH]c(Nc2ccccc2)cc2ccccc12,nt,nt,1.8,-0.7,-4.7,1.1,11.0,8.4,0.1
COc1cccc(-n2c(Cc3cc(=O)[nH]c(=O)[nH]3)nnc2SCC(=O)N2CCCC2)c1,nt,nt,7.5,-0.8,3.8,-0.6,-2.4,2.8,-7.1
Cc1ccccc1C(=O)NNC(=O)c1ccc(F)cc1,nt,-0.7,-4.9,-1.2,-1.3,-1.0,-2.6,0.9,nt
CCc1nccn1CCC(=O)N1CCCC(Nc2ccc(F)cc2)C1 (stereo unspecified),0.1,4.3,1.5,0.6,3.1,-3.7,-0.2,-2.5,-0.4
COc1ccc(C(=O)N2CCN(c3ccc([N+](=O)[O-])c(-n4nc(C)cc4C)c3)CC2)cc1,nt,3.6,19.6,0.7,4.6,-4.5,-10.1,13.5,-0.7
CCOC(=O)CN1C(=O)N[C@@H](c2cccs2)C(C(C)=O)=C1C,1.3,0.3,-9.7,-0.7,-1.5,-2.3,-0.8,2.5,-2.9
COc1cccc(Nc2nnc(SCN3C(=O)c4ccccc4C3=O)s2)c1,-1.8,-1.3,2.0,-1.4,-1.7,-2.3,-3.0,10.0,-0.4
O=C(NC(=S)Nc1cccc([N+](=O)[O-])c1)C1CCCC1,0.3,-0.9,5.5,7.5,2.7,-4.0,-2.5,6.7,i
COc1ccc2ccccc2c1/C=N/NC(=O)c1nnn(-c2nonc2N)c1CN(C)C,1.7,0.4,9.0,-0.7,-3.5,-0.6,-0.8,-3.1,-12.5
Cc1cccc(C(=O)N(C(=O)c2cccc(C)c2)N(C)C)c1,0.4,0.4,17.2,0.1,nt,-0.7,2.0,17.7,i
CCN(C(=O)CSc1ncnc2sccc12)c1c(N)n(Cc2ccccc2)c(=O)[nH]c1=O,-1.0,4.9,-0.9,6.5,0.1,-3.3,-4.0,4.9,-2.1
CN1CCN(C(=O)CCn2c(=O)c3cccn3c3cccnc32)CC1,-3.0,-1.7,0.2,1.8,-0.2,0.3,5.2,11.3,0.3

# 4 structures already listed, ordered by count of non-hydrogen atoms, lowest first.
SMILES,TcdB GH inh,Mtb BioA inh,Yp Topo-I inh,PfHsp40 yeast,UGM FP inh,FadD28 binding,FBA Mtb inh,GDH-TPI inh,BH1578 lux ind
O=c1[nH]c(Nc2ccccc2)cc2ccccc12,nt,nt,1.8,-0.7,-4.7,1.1,11.0,8.4,0.1
Cc1cccc(C(=O)N(C(=O)c2cccc(C)c2)N(C)C)c1,0.4,0.4,17.2,0.1,nt,-0.7,2.0,17.7,i
CCc1nccn1CCC(=O)N1CCCC(Nc2ccc(F)cc2)C1 (stereo unspecified),0.1,4.3,1.5,0.6,3.1,-3.7,-0.2,-2.5,-0.4
COc1ccc(C(=O)N2CCN(c3ccc([N+](=O)[O-])c(-n4nc(C)cc4C)c3)CC2)cc1,nt,3.6,19.6,0.7,4.6,-4.5,-10.1,13.5,-0.7

# Following part.
SMILES,TcdB GH inh,Mtb BioA inh,Yp Topo-I inh,PfHsp40 yeast,UGM FP inh,FadD28 binding,FBA Mtb inh,GDH-TPI inh,BH1578 lux ind
CCOc1ccc(N2CC(C(=O)Nc3ccccc3C(=O)NC3CC3)CC2=O)cc1 (stereo unspecified),0.9,-1.3,3.4,0.8,0.9,nt,-5.6,8.0,-0.3
CC(C)(C)C1CCC2(CC1)SCC(=O)N2c1ccccc1 (stereo unspecified),-7.4,-0.8,4.4,-0.2,-1.7,-4.1,-1.6,6.6,i
CCc1cc2c(NC(Cc3ccccc3)C(=O)O)nc(C)nc2s1 (stereo unspecified),0.7,-2.5,8.0,-0.2,3.0,0.5,-0.1,11.2,-2.3
Cc1c(C(=O)N2CCC(C)CC2)sc2ncnc(N3CCN(c4ccccc4)CC3)c12,nt,0.0,38.3,-0.3,nt,0.4,0.6,10.8,i
CC1CN(CCCOc2ccccc2[N+](=O)[O-])CC(C)O1 (stereo unspecified),nt,5.0,11.7,0.6,3.8,-1.0,-0.4,6.2,-0.3
CCOC(=O)Cc1c(C)nc2c(C#N)c[nH]n2c1=O,-0.2,-1.9,-9.0,-1.3,nt,-1.9,8.6,8.6,-2.4
CC(C)Cc1nc(NCCN2CCOCC2)c(C#N)c2c1COC(C)(C)C2,nt,0.1,3.6,0.0,0.3,-2.0,4.5,13.0,4.2
O=C(NCc1cccnc1)[C@@H]1CC=C[C@@H]2CCN(Cc3ccc(Cl)c(Cl)c3)C(=O)[C@@H]21,0.4,2.3,1.6,0.0,-1.7,-2.5,2.9,-6.7,i
CC(C)Nc1ncnc2c1ncn2[C@H]1CN(Cc2ccc3c(c2)OCO3)C[C@@H](CO)O1,0.0,0.4,2.9,nt,nt,-2.9,0.3,-1.3,-0.7
COc1ccc(C(=O)Oc2ccc(C(=S)N3CCOCC3)cc2)cc1,-1.5,nt,-12.8,0.2,-2.9,1.0,3.0,-1.3,1.5
O=C(CCC(=O)NC1CCCCC1)NCc1ccc(F)cc1,0.2,-1.2,0.7,-0.8,0.9,-3.0,0.7,0.0,-4.7
O=C(c1ccccc1)N(Cc1ccc(F)cc1)Cc1nc2ccccc2c(=O)[nH]1,nt,1.4,4.5,-1.0,-1.8,-2.3,-0.1,0.0,-0.9
O=C(c1cnc(N2CCN(c3ccccn3)CC2)c2ccccc12)N1CCN(c2cccc(Cl)c2)CC1,-1.3,-1.5,3.7,3.3,-5.2,0.9,1.3,6.6,-0.2
CCCNC(=O)Cn1sc2nc(C)cc(C)c2c1=O,0.2,nt,-0.2,0.1,-0.3,-2.6,5.7,2.6,-0.5
COc1ccc(C(C)(C)C)cc1NC(=O)C1CC=CCC1C(=O)O (stereo unspecified),nt,0.6,-0.2,0.3,2.5,-1.9,1.9,-2.8,i
C=CCNc1nc(Cl)nc(NCc2ccco2)n1,-0.4,0.5,-3.7,0.0,1.0,-2.2,0.6,3.0,-0.3
Cc1noc(C(=O)Nc2ccc(C#N)cc2)c1Cl,1.1,-1.2,4.8,-0.2,-2.9,-2.1,3.1,6.0,i
CC1CCN(CCCNC(=O)c2coc3nc4ccccc4nc23)CC1,nt,1.3,4.5,-0.4,-5.2,-2.7,+,7.5,nt
CCCNC(=O)c1cc2cc([N+](=O)[O-])ccc2s1,0.2,nt,5.1,-0.9,1.8,1.2,1.7,5.7,i
O=C(CCCCCn1c(=S)[nH]c2cc3c(cc2c1=O)OCO3)N1CCN(Cc2ccccc2)CC1,nt,nt,31.9,-0.6,1.4,1.1,-1.1,12.8,-0.7
O=C(CSC1=NC(=O)C(c2ccccc2)C(=O)N1)Nc1ccccc1Cl (stereo unspecified),nt,3.5,-4.4,0.5,1.9,-2.2,-1.3,-2.2,0.6
O=C(C[C@@H]1C/C=C\C[C@H](NC(=O)OCC2c3ccccc3-c3ccccc32)C(=O)OC[C@@H]2CCCN2C1=O)NCCO,0.2,-1.2,14.1,-0.3,-4.0,-2.1,1.6,-9.9,i
COc1ccc(/C=C2\N=C(c3ccccc3)N(c3ccc(C(=O)O)cc3)C2=O)cc1OC,0.5,1.2,10.7,-1.4,1.2,-3.9,-9.6,12.6,-2.0
O=C(N/N=C/c1ccco1)c1ccncc1,nt,nt,-6.3,-0.6,-1.2,-2.7,-1.9,17.4,i
Cc1cccc(C(=O)NNC(=O)C23CC4CC(CC(C4)C2)C3)c1O,0.5,-0.1,2.9,0.5,1.0,nt,9.5,-2.2,-0.3
COc1ccc(NC(=O)c2ccco2)cc1NC(=O)c1c(F)c(F)c(OC)c(F)c1F,nt,-0.6,2.7,-1.1,1.9,-3.0,3.4,-10.7,i
Cc1cc(C(=O)NNC(=O)c2cccs2)nn1C(C)(C)C,-0.5,-1.6,7.7,0.6,0.4,0.4,1.6,5.9,i
O=C(CCSc1nnc2ccccn12)Nc1ccc2c(c1)OCO2,0.5,-0.2,0.9,2.6,0.5,-2.5,0.8,3.1,i
CCN(CC)/C(Sc1ccccc1)=C(/C(Cl)=C(Cl)Cl)[N+](=O)[O-],0.4,-0.7,-2.6,-1.5,-3.5,-0.5,-2.5,18.1,-2.3
Cc1cc(/C=C2/NC(=O)N(c3ccccc3)C2=O)c(C)n1C(C)C,0.6,nt,1.5,-0.5,-0.5,0.0,-2.9,15.5,0.0

# Given bar-delimited: entries from further up.
compound | TcdB GH inh | Mtb BioA inh | Yp Topo-I inh | PfHsp40 yeast | UGM FP inh | FadD28 binding | FBA Mtb inh | GDH-TPI inh | BH1578 lux ind
O=C(N/N=C/c1ccco1)c1ccncc1 | nt | nt | -6.3 | -0.6 | -1.2 | -2.7 | -1.9 | 17.4 | i
Cc1cc(C(=O)NNC(=O)c2cccs2)nn1C(C)(C)C | -0.5 | -1.6 | 7.7 | 0.6 | 0.4 | 0.4 | 1.6 | 5.9 | i
CC1CCN(CCCNC(=O)c2coc3nc4ccccc4nc23)CC1 | nt | 1.3 | 4.5 | -0.4 | -5.2 | -2.7 | + | 7.5 | nt

# The results go on.
SMILES,TcdB GH inh,Mtb BioA inh,Yp Topo-I inh,PfHsp40 yeast,UGM FP inh,FadD28 binding,FBA Mtb inh,GDH-TPI inh,BH1578 lux ind
COc1ccccc1OCCCCCCN1CCOCC1,1.3,nt,3.4,-0.2,-0.9,0.1,-0.5,-0.3,-0.4
O=C(CSc1nnc(NC(=O)c2cccc(Cl)c2)s1)NCC1CCCO1 (stereo unspecified),-0.9,-0.3,3.9,-0.2,-1.5,-4.0,-2.6,14.3,0.6
O=C(NCCCNC(=O)c1cc(Cl)ccc1Cl)c1ccco1,-2.8,-1.0,-6.5,0.3,1.1,-0.6,6.6,4.5,i
CC(C1CC1)N(Cc1ccccc1)C(=O)NC(=O)c1ccccc1 (stereo unspecified),0.3,nt,-3.3,3.6,-0.6,-3.7,-1.3,1.6,-1.1
CC(=O)N1CCN(C(=O)CCNS(=O)(=O)c2ccccc2)CC1,1.4,0.5,4.7,0.4,-1.3,-1.0,0.2,-1.3,-0.3
S=C(Nc1ccc2nsnc2c1)NC1CCCCC1,-0.1,nt,3.9,0.2,0.9,-0.6,4.1,4.8,-0.2
O=C(NC1CCCCC1)[C@@H]1CSC2c3ccccc3C(=O)N21 (stereo partly specified),1.2,-1.9,-4.8,-0.8,0.2,-1.2,1.5,6.1,-2.0
CC(C)N1CSC(=S)N(Cc2ccccc2)C1,0.6,-1.5,-2.4,2.6,-2.2,-2.7,2.4,-0.6,-4.3
Cc1ccc(/C=C/c2ccc(N(C)C)cc2)[n+](C)c1,-0.2,-5.4,-12.5,0.3,-4.9,-3.5,-15.3,3.2,-1.0
CN1CCC(NC(=O)CCc2ccccc2)CC1,1.7,-1.5,4.0,0.8,1.8,0.2,-2.7,18.6,i
CC(OC(=O)CCN=C1NS(=O)(=O)c2ccccc21)C(=O)Nc1ccc(N(C)C)cc1 (stereo unspecified),1.7,-1.1,-2.6,-0.8,3.4,-2.9,-2.1,7.9,i
Cc1cc(C(=O)CSc2nc(N)cc(N)n2)c(C)n1CC1CCCO1 (stereo unspecified),0.2,3.7,7.0,0.3,2.2,0.5,-1.5,3.4,i
Cc1ccc(C)c(OCC(O)CN2CCc3ccccc3C2)c1C (stereo unspecified),-0.6,0.4,-6.3,-0.1,2.3,-4.8,-2.8,1.4,i
COC(=O)C[C@H]1C[C@@H]2c3cc(NC(=O)Nc4ccc(F)cc4)ccc3O[C@@H]2[C@@H](CO)O1,1.6,3.5&2.1,3.3,nt,nt,-0.6,1.1,-2.1,1.8

# High-throughput results (PubChem)
